APEX1 inh: inhibitors of human APE1 endonuclease | recombinant APE1, TAMRA/BHQ-2 abasic DNA cleavage fluorescence | Potency, µM (titrated, usually from 65.8 µM), for inactives: at the top dose activity change, negative = inhibition, most hits filed as inhibitors | actives 0.35% (n = 350,000);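 note: potency is the fitted concentration of half-maximal effect; plate controls were vehicle for no effect and reference inhibitor for full effect; nearly all actives have a fitted effect of over 55% in size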
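Activity was derived from the fluorescence gain between first and third kinetic reads (60 s intervals, ex 525/em 598 nm) after 50 nM THF-abasic TAMRA/BHQ-2 duplex was added to 0.75 nM APE1 preincubated 15 min with compound.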
Anesthetic bind: candidate novel general anesthetic via apoferritin binding. actives 0.074% (n = 350,000). Potency, µM (highest dose often 77.5 µM), inactives show top-dose activity change, negative = displacement, actives largely listed as inhibitors. apoferritin/1-aminoanthracene competitive binding, fluorescence. P02791; note: potency is the fitted concentration of half-maximal effect; % is set by controls: 0 for no effect and ±100 for the full control effect; nearly all actives have a fitted effect of over 20% in size
Target sequence (P02791 2-175 limits assumed): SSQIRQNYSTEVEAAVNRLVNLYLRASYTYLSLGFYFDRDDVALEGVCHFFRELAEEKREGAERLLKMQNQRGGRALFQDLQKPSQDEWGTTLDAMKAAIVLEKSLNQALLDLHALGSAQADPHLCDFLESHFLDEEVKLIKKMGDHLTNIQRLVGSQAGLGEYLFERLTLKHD
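Read-out: endpoint 1-AMA fluorescence, excitation 380 nm and emission 535 nm, after compounds sit 10 min at room temperature with 10 uM horse-spleen apoferritin in 50% saturated 1-AMA/PBS. Values come from four-parameter Hill fits.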
LDHA inh: LDHA (human) enzyme inhibition; P00338; purified LDHA, NADH/diaphorase-resazurin fluorescence; active compounds read low; activity change, % (values are at about 110 or 230 µM); actives 0.15% (n = 480,000); in the data active = activity change below about -30%; inconclusive = mostly about -25% to -30%;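 note: plate controls were DMSO wells for no effect and wells without enzyme for full effect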
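Human LDH5 (2 nM) was incubated with 0.06 mM NADH and 0.2 mM pyruvate for 5 min at room temperature in Tris pH 7.4. Remaining NADH was coupled through diaphorase/resazurin, and resorufin fluorescence was read at 0 and 20 min.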
ERG-DNA inh: inhibitors of human ERG Ets domain-DNA interaction. Potency, µM (titrated, usually from 76.9 µM), for the others: top-dose FP activity, negative = inhibition, usual class: inhibitors. fluorescence polarization, His-ERG Ets domain / labelled DNA. actives 0.028% (n = 370,000). P11308; active = well fitted inhibition curve with a large enough effect in the polarisation, with a control signal flat; inconclusive = small, poorly fitted or top-dose-only effect, or effect the other way, or a change in a side signal; inactive = no such curve, though single readings can be large or run the other way; the % refers to the polarisation;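 note: polarization taken with two DNA probes labelled with fluorescein and Texas red; potency is the fitted concentration of half-maximal effect; % of control where 0% means no effect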
Target sequence (P11308 whole entry, looked up, the tested form may be a part): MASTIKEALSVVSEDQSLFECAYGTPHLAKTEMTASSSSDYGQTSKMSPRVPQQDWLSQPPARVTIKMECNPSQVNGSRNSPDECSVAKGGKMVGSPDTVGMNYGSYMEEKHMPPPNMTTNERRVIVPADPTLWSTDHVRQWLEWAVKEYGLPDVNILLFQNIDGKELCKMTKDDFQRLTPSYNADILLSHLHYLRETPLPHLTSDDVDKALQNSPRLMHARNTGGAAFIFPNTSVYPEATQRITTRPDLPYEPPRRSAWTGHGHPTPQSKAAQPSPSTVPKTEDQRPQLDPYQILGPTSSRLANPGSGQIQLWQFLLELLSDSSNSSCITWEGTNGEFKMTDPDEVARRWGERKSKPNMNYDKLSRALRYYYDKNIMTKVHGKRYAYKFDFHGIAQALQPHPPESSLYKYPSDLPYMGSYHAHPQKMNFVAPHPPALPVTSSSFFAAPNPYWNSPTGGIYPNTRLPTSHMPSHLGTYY
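His-tagged ERG Ets domain (1 uM in the protein solution; 300mM KCl, 50mM Tris-HCl, 1mM EDTA, 1mM DTT, pH 7.5) received compound, then a probe mix of 5 nM fluorescein-DNA and 100nM Texas-615-DNA. Fluorescence polarization was read for both dyes.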
12-LOX inh: inhibitors of human 12S-lipoxygenase ALOX12; P18054; purified 12hLO, xylenol orange hydroperoxide absorbance; actives 1.1% (n = 580,000); Potency, µM (highest dose often 108 µM), without a hit: top-dose activity change, negative = inhibition, usual class: inhibitors; AID 1671190; note: potency is the fitted concentration of half-maximal effect; % is set by controls: 0 for no effect and ±100 for the full control effect
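Purified human 12hLO at 150 nM in 25 mM Hepes, 0.01% Triton X-100, pH 7.0, preincubated 15 min at room temperature with compound. Reaction started with 40 uM arachidonic acid, 30 min at room temperature. Hydroperoxide measured by Fe-xylenol orange, 573/405 nm absorbance ratio.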
Pol eta inh: inhibitors of human DNA polymerase eta; AID 588591; Potency, µM (titrated, usually from 114 µM), inactives show top-dose activity change, negative = inhibition, actives largely listed as inhibitors; actives 1.2% (n = 390,000); recombinant Pol eta, fluorescent DNA replication assay; note: potency is the fitted concentration of half-maximal effect; % is set by controls: 0 for no effect and ±100 for the full control effect
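Pol eta (10 nM) was preincubated with compounds for 15 min at room temperature, after which fluorescent replication substrate (50 nM final) was added to start the reaction. Fluorescence was read kinetically at 0 and 10 min.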
RGS4 inhibitor: inhibitors of human regulator of G protein signaling 4; Transcreener GDP fluorescence polarization, RGS4-accelerated GTP hydrolysis; Potency, µM (doses to about 114 µM), for the others: at the top dose activity change, negative = inhibition, usual class: inhibitors; actives 0.039% (n = 390,000); AID 504845; note: potency is the fitted concentration of half-maximal effect; % is set by controls: 0 for no effect and ±100 for the full control effect; nearly all actives have a fitted effect of over 75% in size; some results filed as inactive show a strong effect at the top dose
Target sequence (P49798 whole entry, looked up): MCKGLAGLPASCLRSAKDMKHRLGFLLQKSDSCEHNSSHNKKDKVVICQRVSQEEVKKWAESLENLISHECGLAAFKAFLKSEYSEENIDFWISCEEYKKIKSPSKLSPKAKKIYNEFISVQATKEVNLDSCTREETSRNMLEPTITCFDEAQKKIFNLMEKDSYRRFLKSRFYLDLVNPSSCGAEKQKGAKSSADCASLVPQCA
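MLSMR compounds (23 nl, pin-transferred) preincubated 10 min at room temperature with a 500nM (2x) first reagent, then RGS4 at 900nM (2x) plus Transcreener GDP mix added; fluorescence polarization (620/688 nm) read before and after 90 min at 30 °C.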
POLB inh: blocks human DNA polymerase beta activity; P06746; Pol beta primer extension/strand displacement, fluorescence kinetic; Potency, µM (highest dose often 114 µM), for inactives: at the highest dose activity change, negative = inhibition, usual class: inhibitors; actives 1.3% (n = 340,000); note: potency is the fitted concentration of half-maximal effect; % is set by controls: 0 for no effect and ±100 for the full control effect
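Enzyme-only controls used 10 nM Pol beta; buffer lacking enzyme served as negative control. Compound preincubated 15 min, then 50 nM substrate added; 0 and 10 min reads at room temperature.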
POLK inh: DNA polymerase kappa (human) inhibition. Potency, µM (titrated, usually from 107 µM), inactives show at the highest dose activity, negative = inhibition, most hits filed as inhibitors. actives 0.53% (n = 400,000). AID 588579. purified Pol kappa, fluorescent DNA synthesis assay, 10 min. Q9UBT6; note: potency is the fitted concentration of half-maximal effect; % is set by controls: 0 for no effect and ±100 for the full control effect
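10 nM Pol kappa preincubated 15 min at room temperature with compounds, then reaction started with substrate at 50 nM final. Fluorescence read kinetically at 0 and 10 min; buffer-only wells served as negative control.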
The depositor's hits bear a star; ? = inconclusive; . = no result given; & = joins results of further samples; [ ] = dose if it differs, or a comment. Unless noted, calls come from the whole dose curve; as a rule, active = well fitted curve in the direction sought with a large enough effect; inconclusive = small, poorly fitted or top-dose-only effect, or another doubt; inactive = no such curve, though single readings can be large; an effect the other way counts as inactive or inconclusive. An excerpt; rates above refer to the full screens.

#	smiles	RGS4 inhibitor	ERG-DNA inh	APEX1 inh	POLK inh	12-LOX inh	LDHA inh	Pol eta inh	Anesthetic bind	POLB inh
1	O=C(c1ccc2c(c1)N(Cc1cccc(Cl)c1)C(=O)c1ccccc1S2)N1CCOCC1	-19%	-1%	.	-3%[60.1 µM]	-15%	3	-21%	?	2%
2	CCOC(=O)c1[nH]c(C)c(C(=O)N2CCN(C(=O)OCC)CC2)c1CC	23%	8%	2%	-10%	0%	-1	-14%	-10%	16%
3	Cc1ccc(N2C(=O)N(CC(=O)NC(c3ccccc3)c3ccccc3)C(=O)C2C)cc1 (centres undefined)	-27%	-3%	-4%	-15%	?	-3	?	-16%	4%
4	CC(C)(Oc1ccc(Cl)cc1)C(=O)Nc1ccc2oc(-c3ccncc3)nc2c1	-42%	7%	11%	4%	0%&2%	2&-5	-14%	-3%	47%
5	O=C(Cc1cccc2ccccc12)NNC(=O)Nc1ccc(Cl)cc1	-24%	2%	?	-14%	213%[activator]	-6	-6%	-15%	-6%
6	Cc1onc(NC(=O)c2ccc(Cl)cc2Cl)c1Br	3%	16%	11%	-3%	-16%	-1	-1%	-11%	35%
7	COc1cccc(COC(=O)CCNC(=O)c2ccc(Cl)cc2)c1OC	-39%	-8%	21%	4%	-15%	-4	-4%	.	.
8	CCCN1CCC(=NNc2ccc(S(=O)(=O)N3CCOCC3)cc2[N+](=O)[O-])CC1	25%	-1%	6%	-5%	3%	-1	3%	-3%	-18%
9	CCOC(=O)CC(NC(=O)Cn1nnc(-c2ccccc2C)n1)c1ccc(OC)cc1 (centres undefined)	-12%	-5%	1%	-9%	-1%	-1	-14%	-12%&-13%	-26%&10%
10	COc1ccc(N2CCN(C(=O)c3cn(C4CCCCC4)c(=O)c4c3c3ccccc3n4C)CC2)cc1	8%	0%	.	-5%	5%	1	-21%	131%[activator]	16%
11	Cc1nc2ccc(Br)cn2c1C(=O)N/N=C\c1ccccc1Cl	-14%	-11%	-8%	1%	19%	-4	-13%	-5%	-2%
12	CC1(C)CC2CC(C)(CN2C(=O)CN2C(=O)c3ccccc3C2=O)C1 (centres undefined)	-27%	3%	-8%	-1%	0%	-1	-1%	8%	9%
13	Cc1cc(NCc2ccccn2)n2ncc(-c3ccc(Cl)cc3)c2n1	3%	-1%	0%	-5%	127%[activator]	-1	-26%	-3%	1%
14	Cc1nc2c(C(=O)NCc3ccc4c(c3)OCO4)cnn2c(C)c1Cc1ccc(F)cc1Cl	-28%	0%	13%	-8%	-3%	-1	-20%	-12%	4%
15	CN(CC(=O)Nc1ccc(Cl)cc1)C(=O)c1ccc(S(=O)(=O)Nc2ccccc2)cc1	0%	-3%	-14%	-11%	-18%	-9	-6%	.	.
16	COc1ccc(N(CCC#N)C(=O)/C(C#N)=C/c2cccs2)cc1	-5%	-8%	-1%	-2%	-1%	-3	-12%	-17%	0%
17	Cc1nc(SCC(=O)NCC2CCCO2)c2c(C)c(C)sc2n1 (centres undefined)	6%	8%	40%	-2%	-16%	-1	-11%	.	.
18	Cc1ccc(-c2nc(-c3ccncc3)no2)cc1	-6%	-7%	11%	3%	8%	3	-14%	-5%	3%
19	O=C1c2ccccc2NC(c2ccccc2O)N1c1ccc(F)cc1 (centres undefined)	-5%	-1%	-14%	2%	?	1	-22%	-7%	0%
20	CCc1ccc(/C=N/n2c(C3CCCCC3)n[nH]c2=S)cc1	?	12%	5%	-2%	?	2	-20%	-24%	11%
21	COc1ccc(Cl)cc1NC(=O)c1oc2ccc(S(=O)(=O)N3CCCCC3)cc2c1C	7%	-4%	.	0%[60.1 µM]	-15%	2	5%	2%	-5%
22	O=C(CNS(=O)(=O)c1cccc2nsnc12)NCCc1ccccc1	12%	2%	0%	-10%	-15%	-2	-11%	-9%	25%
23	CC(=O)NC(CCS(C)(=O)=O)C(=O)Nc1ccccc1C (centres undefined)	-2%	11%	0%	-3%	-15%	-6	-3%	-14%	-2%
24	Cc1ccc(NC(=O)Cn2c(=O)n(CCCCC(=O)NCCc3ccccc3)c(=O)c3ccccc32)cc1	8%	-2%	.	0%	-16%	-3	3%	0%	16%
25	O=C1OCC/C1=C\c1ccc2c(c1)OCO2	-20%[56.9 µM]	-1%	0%	-4%	0%	-7	-7%	-8%	6%
26	COc1ccc(NC(=O)CN(C)CC(=O)N2CC(=O)Nc3ccccc32)cc1	1%	7%	34%[activator]	-1%	0%	2	-3%	.	.
27	O=C(c1ccccc1)c1ccc(-n2cnnc2)c([N+](=O)[O-])c1	5%	1%	18%	-12%	-2%	2	-11%	-8%	16%
28	O=C(COC(=O)c1ccccc1Nc1cccc(C(F)(F)F)c1)NCc1ccco1	4%	-3%	?	?	-16%	0	20µM*	70%[activator]	40µM*
29	O=C(O)c1cccc(-n2c(-c3cnccn3)n[nH]c2=S)c1	18%	7%	6%	-16%	-16%	-9	-10%	-2%	1%
30	CCOC(=O)c1c(-c2ccccc2)oc2cc(Br)c(O)c(C=O)c12	-23%	3%	32%	-24%	-11%	3	?	-5%	-16%

Grouped by structure, the compounds so far containing two or more sulfur atoms.
#	smiles	RGS4 inhibitor	ERG-DNA inh	APEX1 inh	POLK inh	12-LOX inh	LDHA inh	Pol eta inh	Anesthetic bind	POLB inh
17	Cc1nc(SCC(=O)NCC2CCCO2)c2c(C)c(C)sc2n1 (centres undefined)	6%	8%	40%	-2%	-16%	-1	-11%	.	.
22	O=C(CNS(=O)(=O)c1cccc2nsnc12)NCCc1ccccc1	12%	2%	0%	-10%	-15%	-2	-11%	-9%	25%

(further entries)
#	smiles	RGS4 inhibitor	ERG-DNA inh	APEX1 inh	POLK inh	12-LOX inh	LDHA inh	Pol eta inh	Anesthetic bind	POLB inh
31	COc1ccc(N2CCN(C(=O)CCn3nnc4ccccc43)CC2)cc1	-19%	-2%	6%	12%	0%	3	-11%	-9%	0%
32	COc1ccccc1C(=O)Nc1ccon1	6%	-13%	1%	-2%	28%	-1	3%	-8%	6%
33	O=C(Nc1ncc2c(n1)-c1ccccc1CC2)c1cccs1	-12%	6%	-2%	7%	1%	4	-11%	-14%	-12%
34	O=C(CC(c1ccccc1)c1cc(Cl)ccc1O)N1CCOCC1 (centres undefined)	-11%	-4%	16%	-19%	-30%	-5	-10%	12%	0%
35	CCCN1C(=O)C(O)(CC(=O)c2cccc(OC)c2)c2ccccc21 (centres undefined)	-7%	-13%	-3%	-2%	24%	-6	-13%	-16%	-1%
36	COc1cccc2c1O/C(=N\O)C(C(=O)Nc1ccc(C)cc1)C2 (centres undefined)	4%	3%	11%	4%[60.1 µM]	0%	-2	-21%	-1%	7%
37	CC1CCCN(C(=O)c2ccc3ncsc3c2)C1 (centres undefined)	20%	0%	15%	-4%	17%	-6	1%	.	.
38	CC(=C/c1ccccc1)/C=N/NC(=O)c1cccs1	-5%	-7%	-7%	-17%	419%[activator]	-6	-8%	-9%	-12%
39	O=C(O)C1C2C=CC(O2)C1C(=O)NCc1ccc2c(c1)OCO2 (centres undefined)	-17%[56.9 µM]	1%	-7%	-15%	25%	1	-7%	-1%	0%
40	Cc1ccc(C2=NN(CCC(=O)NC3CCCC3)C(=O)CC2)cc1	6%	11%	68%[activator]	3%	-9%	-5	-4%	-22%	32%
41	COc1ccc(NC(=O)N2CCCC(c3ccccc3)C2)cc1 (centres undefined)	-16%	6%	-18%	-6%	0%	-4	-21%	-5%	0%
42	Cc1c(C#N)c2ccccc2n1CCOc1ccccc1F	11%	.	-2%	-7%[60.1 µM]	8%[57.4 µM]	-3	-11%	-11%	-10%
43	CCOc1cc2c(cc1/C=C/c1noc(C)c1[N+](=O)[O-])OC(C)C2 (centres undefined)	13%	3%	37%	3%	6%	-2	5%	-11%	25%
44	Cc1ccc(OCCn2nnc3sc4c(c3c2=O)CCC(C)C4)cc1 (centres undefined)	30%	-7%	.	4%	?	-7	.	?	16%
45	CCOC(=O)N1CCN(C(=O)CCCn2nnnc2CN2CCC(C)CC2)CC1	-7%	8%	77%[activator]	6%	-16%	0	-9%	-1%	-1%
46	Cc1cc(N2CCC(C)CC2)nc2ccc(NC(=O)Cc3ccccc3Br)cc12	36%	-4%	.	?	-4%	-11	-4%	164%[activator]	3%
47	COc1cc(S(=O)(=O)N2CCOCC2)cc(C(=O)c2nccn2C)c1OC	6%	.	1%	-5%	17%	0	4%	?	17%
48	CCCc1ccc(OCC(=O)NNC(=O)c2cccnc2)cc1	-4%	7%	1%	-2%	8%	-6	-11%	-9%	4%
49	CNS(=O)(=O)c1ccc(C)c(S(=O)(=O)NC)c1	25%	-6%	4%	-20%	?	-3	-11%	-4%	3%
50	Cc1n[nH]c(C)c1S(=O)(=O)N(C)Cc1ccco1	-8%	-9%	16%	-8%	-26%	-11	-17%	.	.
51	Cc1ccc(N2CCN(S(=O)(=O)N(C)C)CC2)cc1Cl	-23%	-7%	-2%	-17%	-18%	3	-2%	19%	5%
52	C=CCN(CC=C)CCOc1ccc(OC(C)C)cc1	-5%	-8%	-4%	-3%	?	-8	-8%	-11%	-7%
53	Cc1ccc(-c2cc(C(=O)N/N=C/c3cccnc3)n[nH]2)o1	-13%	-3%	-3%	-32%	20%	-2	-21%	3%	?
54	CC1CCCCC1NC(=O)CSc1nnc(CNC(=O)c2ccccc2)n1C (centres undefined)	12%	8%	0%	1%	?	-5	9%	-3%	23%
